ZTA DNA inh = blocks Epstein-Barr virus ZTA, an EBNA-1 counter-screen. 320,000 tested, 0.15% active. inhibition, % at 11 µM. P03206. ZTA-DNA binding, fluorescence polarization; in the data active = inhibition above about 33%
Target sequence (P03206 whole entry, looked up): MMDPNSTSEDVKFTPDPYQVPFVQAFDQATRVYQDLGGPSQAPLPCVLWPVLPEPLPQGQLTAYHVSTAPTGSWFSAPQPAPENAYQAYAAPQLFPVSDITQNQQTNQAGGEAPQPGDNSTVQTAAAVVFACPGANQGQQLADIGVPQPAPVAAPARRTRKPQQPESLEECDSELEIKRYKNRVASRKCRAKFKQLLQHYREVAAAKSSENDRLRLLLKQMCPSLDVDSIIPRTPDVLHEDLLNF
EBNA-1 inh = blocks EBNA-1 binding to DNA. inhibition, % at 14.8 µM. EBNA-1 DNA binding, fluorescence polarization. AID 1950. 300,000 tested, 0.34% active; in the data active = inhibition above about 28%
MCL1-BIM inh = MCL1-BIM-BH3 interaction inhibition (human); inhibition, % at 10.9 µM; Q07820; GST-MCL1 / FITC-Bim-BH3 fluorescence polarization; 320,000 tested, 0.68% active;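 active = inhibition above the mean inhibition of all tested compounds plus 3 SD, set per campaign, cut at about 40% in these data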;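 note: 0% = DMSO wells and 100% = unlabeled Bim-BH3 peptide control; higher means more loss of mP so more displacement of Bim peptide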
Target sequence (Q07820 whole entry, looked up): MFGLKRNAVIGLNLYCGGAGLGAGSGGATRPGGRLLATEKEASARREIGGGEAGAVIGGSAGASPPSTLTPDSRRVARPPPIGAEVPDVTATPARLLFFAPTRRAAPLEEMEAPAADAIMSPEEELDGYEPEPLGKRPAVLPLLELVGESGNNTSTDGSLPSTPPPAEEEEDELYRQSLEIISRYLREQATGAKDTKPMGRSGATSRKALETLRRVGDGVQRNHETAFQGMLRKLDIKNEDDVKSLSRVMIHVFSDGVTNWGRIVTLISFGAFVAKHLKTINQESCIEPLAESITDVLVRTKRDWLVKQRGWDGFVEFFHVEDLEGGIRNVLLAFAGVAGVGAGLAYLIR
Bcl-xL primary = inhibitors of human Bcl-xL. Q07817. inhibition, % at 10.9 µM. 320,000 tested, 0.7% active. AID 2129. GST-Bcl-xL / FITC-Bim BH3 peptide fluorescence polarization;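 active = inhibition above the mean of all tested compounds plus 3 SD, cutoff set per campaign, cut at about 30% in these data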;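 note: 0% = DMSO wells and 100% = unlabeled Bim-BH3 peptide competitor; inhibitors lower millipolarization by displacing the labeled peptide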
GLD-1 TGE inh = GLD-1-TGE RNA interaction inhibition (C. elegans); purified GLD-1 + fluorescein TGE RNA, fluorescence polarization; inhibition, % at 5.96 µM; 320,000 tested, 0.44% active;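 active = percent inhibition above a per-plate cutoff, the plate mean of test compounds plus 3 SD, cut at about 30% in these data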;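 note: 0% = DMSO wells with GLD-1 and probe and 100% = wells lacking GLD-1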
Yeast superoxide = lowers age-related superoxide in aged yeast cells | 330,000 tested, 0.18% active | superoxide response (% of plate mean), % at 10 µM | S. cerevisiae aged cells, superoxide DHE fluorescence; hits give low values;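 active = superoxide response under a set limit, about three screen SD below normal, cut at about 65% in these data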;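 note: yeast aged for seven days with compound at 30 °C before DHE staining; 100% = average MFI of all compound-treated wells on the plate with controls excluded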
MEX-5 binding = C. elegans MEX-5 TCR-2 RNA binding activity; MEX-5/FITC-TCR2 RNA binding, fluorescence polarization; hits give low values; 300,000 tested, 0.38% active; Q9XUB2; activity score (negative = inhibition of binding), % at 10 µM;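 active = inhibition past about -25% in most replicates, and total fluorescence under double the plate's negative control median, limit read from the data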;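 note: 0% = DMSO and -100% = 5 µM competing unlabeled TCR2 RNA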
Target sequence (Q9XUB2 whole entry, looked up): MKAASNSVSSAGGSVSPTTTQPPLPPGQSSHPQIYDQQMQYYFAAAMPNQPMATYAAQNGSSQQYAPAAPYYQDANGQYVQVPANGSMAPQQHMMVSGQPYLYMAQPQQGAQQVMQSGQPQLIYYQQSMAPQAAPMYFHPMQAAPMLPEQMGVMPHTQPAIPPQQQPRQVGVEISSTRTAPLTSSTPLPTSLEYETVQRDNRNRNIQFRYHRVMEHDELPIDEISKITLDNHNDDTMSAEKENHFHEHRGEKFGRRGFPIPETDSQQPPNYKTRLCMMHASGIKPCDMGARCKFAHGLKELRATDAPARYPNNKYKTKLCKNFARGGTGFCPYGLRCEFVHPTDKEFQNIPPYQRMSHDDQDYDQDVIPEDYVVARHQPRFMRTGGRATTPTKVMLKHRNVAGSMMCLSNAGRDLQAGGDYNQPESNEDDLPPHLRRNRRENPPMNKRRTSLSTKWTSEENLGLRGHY
Fam108B counter = counter-screen for RBBP9 inhibitors: inhibitors of mouse Fam108B; recombinant Fam108B, FP-Rh probe fluorescence polarization; inhibition, % at 9.51 µM; 300,000 tested, 0.33% active; AID 1947;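 active = inhibition above the screen mean inhibition plus 3 SD, computed separately per campaign, cut at about 18% in these data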;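 note: inhibitors lower polarization as less probe binds the enzyme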
Efflux pump inh = blocks antifungal efflux pumps in multiplex yeast assay; 330,000 tested, 0.44% active; S. cerevisiae Candida pump triplex, Nile Red efflux; inhibition, % at 10 µM; AID 485275;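 active = plate passing quality check with inhibition over a set limit, or well fluorescence over plate mean plus 4 SD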;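 note: Nile Red retained in pooled yeast measured as flow cytometry median fluorescence; 0% = buffer negative control and 100% = Enniatin B positive control; higher means more Nile Red kept so more efflux inhibition; some compounds called inactive have numbers as strong as hits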
The depositor's hits bear a star.

Results for O=C(NCc1ccccc1)C(c1ccccc1)N(C(=O)c1csnn1)c1ccccc1 (centres undefined) ?
ZTA DNA inh: 13; EBNA-1 inh: -7; MCL1-BIM inh: -4; Bcl-xL primary: -4; GLD-1 TGE inh: -3; Yeast superoxide: 90; MEX-5 binding: 2.4; Fam108B counter: -1; Efflux pump inh: 0.0

What do the screens show for `CCCC(=O)Nc1nnc(C2CCCO2)s1` (centres undefined)?
ZTA DNA inh: -4; EBNA-1 inh: 0; MCL1-BIM inh: 1; Bcl-xL primary: -1; GLD-1 TGE inh: -4; Yeast superoxide: 81; MEX-5 binding: -2.1; Fam108B counter: 6; Efflux pump inh: -0.1

Results for COc1cnc(-c2ccccn2)[nH]c1=O ?
ZTA DNA inh: 2; EBNA-1 inh: -2; MCL1-BIM inh: -4; Bcl-xL primary: -5; GLD-1 TGE inh: 0; Yeast superoxide: 100; MEX-5 binding: -4.2; Fam108B counter: 1; Efflux pump inh: 0.0

How did CCCNC(=O)c1noc2c1CCc1cc(OC)ccc1-2 do in these assays?
ZTA DNA inh: 0; EBNA-1 inh: -8; MCL1-BIM inh: 2; Bcl-xL primary: -2; GLD-1 TGE inh: 1; Yeast superoxide: 99; MEX-5 binding: -3.5; Fam108B counter: 6; Efflux pump inh: 0.2

What do the screens show for `Cn1cc2cccc([N+](=O)[O-])c2n1`?
ZTA DNA inh: 2; EBNA-1 inh: -10; MCL1-BIM inh: 6; Bcl-xL primary: 0; GLD-1 TGE inh: 3; Yeast superoxide: 130; MEX-5 binding: -1.8; Fam108B counter: 3; Efflux pump inh: 0.0

How did CC(C)(C)NC(=O)C(c1ccccn1)N(C(=O)C1CSC(=O)C1)c1cccc(F)c1 (centres undefined) do in these assays?
ZTA DNA inh: 7; EBNA-1 inh: 9; MCL1-BIM inh: 2; Bcl-xL primary: -2; GLD-1 TGE inh: -1; Yeast superoxide: 108; MEX-5 binding: 1.4; Fam108B counter: -1; Efflux pump inh: -0.1

Results for Cc1nc2ccccc2c(=O)n1/N=C/c1ccc(C(C)C)cc1 ?
ZTA DNA inh: 8; EBNA-1 inh: -4; MCL1-BIM inh: 6; Bcl-xL primary: 7; GLD-1 TGE inh: 1; Yeast superoxide: 102; MEX-5 binding: -2.2; Fam108B counter: 1; Efflux pump inh: -0.1

Results for O=C1C2C3C=CC(C3)C2C(=O)N1Cc1ccc(CN2C(=O)C3C4C=CC(C4)C3C2=O)cc1 (centres undefined) ?
ZTA DNA inh: -20; EBNA-1 inh: 4; MCL1-BIM inh: -8; Bcl-xL primary: 2; GLD-1 TGE inh: 2; Yeast superoxide: 101; MEX-5 binding: -3.4; Fam108B counter: -1; Efflux pump inh: 0.0

How did CCN(CC)S(=O)(=O)c1ccc(-c2ccc(S(=O)(=O)N(CC)CC)cc2)cc1 do in these assays?
ZTA DNA inh: -1; EBNA-1 inh: 7; MCL1-BIM inh: 0; Bcl-xL primary: 4; GLD-1 TGE inh: 13; Yeast superoxide: 104; MEX-5 binding: -1.7; Fam108B counter: 0; Efflux pump inh: -0.2

How did O=C(NCC(c1ccco1)N1CCN(c2ccccc2F)CC1)C(=O)NC1CCCCC1 (centres undefined) do in these assays?
ZTA DNA inh: 7; EBNA-1 inh: 8; MCL1-BIM inh: 5; Bcl-xL primary: 7; GLD-1 TGE inh: 3; Yeast superoxide: 109; MEX-5 binding: -1.9; Fam108B counter: 3; Efflux pump inh: 0.0

How did Cc1ccc(O)c(Nc2ncnc3ccc([N+](=O)[O-])cc23)c1 do in these assays?
ZTA DNA inh: -4; EBNA-1 inh: 0; MCL1-BIM inh: 0; Bcl-xL primary: 4; GLD-1 TGE inh: 9; Yeast superoxide: 103; MEX-5 binding: 2.0; Fam108B counter: 3; Efflux pump inh: -0.2

How did COc1cc(C(CCN2CCOCC2)c2c(OC)cc(OC)c3c(C)cc(=O)oc23)cc(OC)c1OC (centres undefined) do in these assays?
ZTA DNA inh: -1; EBNA-1 inh: -3; MCL1-BIM inh: 3; Bcl-xL primary: -1; GLD-1 TGE inh: 4; Yeast superoxide: 96; MEX-5 binding: 3.4; Fam108B counter: 2; Efflux pump inh: 0.0

How did Cc1ccc(CNC(=O)CSc2nnc3c(n2)[nH]c2ccc(F)cc23)cc1 do in these assays?
ZTA DNA inh: 16; EBNA-1 inh: 11; MCL1-BIM inh: -2; Bcl-xL primary: 5; GLD-1 TGE inh: -3; Yeast superoxide: 100; MEX-5 binding: -1.4; Fam108B counter: -11; Efflux pump inh: -0.1

What do the screens show for `Cc1ccc(C(=O)CSc2nc(N)cc(=O)[nH]2)cc1`?
ZTA DNA inh: -20; EBNA-1 inh: -3; MCL1-BIM inh: 9; Bcl-xL primary: 2; GLD-1 TGE inh: 6; Yeast superoxide: 97; MEX-5 binding: -2.5; Fam108B counter: 9; Efflux pump inh: -0.1

What do the screens show for `COc1ccccc1/C=C(\NC(=O)c1ccc(OC)c(OC)c1)C(=O)Nc1ccc([N+](=O)[O-])cc1`?
ZTA DNA inh: 5; EBNA-1 inh: -12; MCL1-BIM inh: 4; Bcl-xL primary: 7; GLD-1 TGE inh: 3; Yeast superoxide: 105; MEX-5 binding: 1.1; Fam108B counter: -10; Efflux pump inh: 0.6

How did COc1ccc(NC(=O)c2cc3ccccc3o2)cc1 do in these assays?
ZTA DNA inh: 0; EBNA-1 inh: 0; MCL1-BIM inh: 2; Bcl-xL primary: 1; GLD-1 TGE inh: -4; Yeast superoxide: 99; MEX-5 binding: -0.2; Fam108B counter: 6; Efflux pump inh: -0.1

What do the screens show for `CCCCCn1cnnc1SCC(=O)c1ccc2c(c1)OCO2`?
ZTA DNA inh: 14; MCL1-BIM inh: 7; Bcl-xL primary: -1; GLD-1 TGE inh: -2; Yeast superoxide: 116; Efflux pump inh: 0.1

How did NCCSc1c(-c2ccc(F)cc2)[nH]c2ccccc12 do in these assays?
ZTA DNA inh: 8; EBNA-1 inh: 2; MCL1-BIM inh: 3; Bcl-xL primary: 1; GLD-1 TGE inh: 1; Yeast superoxide: 112; MEX-5 binding: -4.8; Fam108B counter: 1; Efflux pump inh: -0.1

How did CC1Cc2ccccc2N1c1nc(C2CC2)nc2c1nnn2Cc1ccccc1 (centres undefined) do in these assays?
ZTA DNA inh: 6; EBNA-1 inh: 11; MCL1-BIM inh: 0; Bcl-xL primary: 3; GLD-1 TGE inh: -1; Yeast superoxide: 89; MEX-5 binding: -1.6; Fam108B counter: -1; Efflux pump inh: 0.0

How did Cc1cccc(OCCCC(=O)Nc2nccs2)c1C do in these assays?
ZTA DNA inh: -10; EBNA-1 inh: 6; MCL1-BIM inh: -9; Bcl-xL primary: -1; GLD-1 TGE inh: 9; Yeast superoxide: 99; MEX-5 binding: -1.8; Fam108B counter: 3; Efflux pump inh: -0.1

How did CC1CCCCC1NC(=O)CN(C)S(=O)(=O)c1cccc2nsnc12 (centres undefined) do in these assays?
ZTA DNA inh: -2; EBNA-1 inh: -4; MCL1-BIM inh: 2; Bcl-xL primary: 6; GLD-1 TGE inh: -5; Yeast superoxide: 104; MEX-5 binding: 0.8; Fam108B counter: -3; Efflux pump inh: 0.1

What do the screens show for `Cc1cccc(C(=O)NCC(=O)N2CCOCC2)c1`?
ZTA DNA inh: 12; EBNA-1 inh: 6; MCL1-BIM inh: 2; Bcl-xL primary: 3; GLD-1 TGE inh: 3; Yeast superoxide: 96; MEX-5 binding: 2.7; Fam108B counter: 4; Efflux pump inh: -0.1

How did O=C(Cc1ccccc1)Nc1ccc2oc(-c3cccnc3)nc2c1 do in these assays?
ZTA DNA inh: -1; EBNA-1 inh: -15; MCL1-BIM inh: -19; Bcl-xL primary: -3; GLD-1 TGE inh: -5; Yeast superoxide: 91; MEX-5 binding: 1.7; Fam108B counter: -2; Efflux pump inh: 0.2

How did Cc1c(Cl)cccc1NC(=S)N1CCC(N(C)CC2CCCO2)CC1 (centres undefined) do in these assays?
ZTA DNA inh: -5; EBNA-1 inh: -15; MCL1-BIM inh: 2; Bcl-xL primary: -2; GLD-1 TGE inh: 5; Yeast superoxide: 115; MEX-5 binding: 0.8; Fam108B counter: -6; Efflux pump inh: 0.3

How did O=C(CNS(=O)(=O)c1ccccc1)N/N=C/c1ccncc1 do in these assays?
ZTA DNA inh: 3; MCL1-BIM inh: 8; Bcl-xL primary: 7; GLD-1 TGE inh: -4; Yeast superoxide: 110; Efflux pump inh: 0.1

Results for CCOC(=O)C1CCCN(C(=O)c2cc3nc(-c4ccc5c(c4)OCO5)cc(C(F)(F)F)n3n2)C1 (centres undefined) ?
ZTA DNA inh: 0; EBNA-1 inh: 4; MCL1-BIM inh: 5; Bcl-xL primary: 5; GLD-1 TGE inh: 6; Yeast superoxide: 107; MEX-5 binding: 4.0; Fam108B counter: 2; Efflux pump inh: 0.1

Results for Cc1ccn(CC(C)C(=O)O)n1 (centres undefined) ?
ZTA DNA inh: 166*; EBNA-1 inh: -12; MCL1-BIM inh: 4; Bcl-xL primary: 5; GLD-1 TGE inh: 1; Yeast superoxide: 124; MEX-5 binding: -0.6; Fam108B counter: 1; Efflux pump inh: 0.0

Results for O=C(Nc1ccccc1C(=O)NC(Cc1c[nH]c2ccccc12)C(=O)O)c1ccccc1 (centres undefined) ?
ZTA DNA inh: -15; EBNA-1 inh: -1; MCL1-BIM inh: 0; Bcl-xL primary: 4; GLD-1 TGE inh: 3; Yeast superoxide: 108; MEX-5 binding: -0.2; Fam108B counter: -2; Efflux pump inh: 0.0

What do the screens show for `CC(C)(C)c1ccc(-c2nc3n(c(=O)c2C#N)CCS3)cc1`?
ZTA DNA inh: -12; EBNA-1 inh: -3; MCL1-BIM inh: -7; Bcl-xL primary: -1; GLD-1 TGE inh: 1; Yeast superoxide: 125; MEX-5 binding: -0.9; Fam108B counter: -3; Efflux pump inh: -0.1

How did Clc1cccc(NC2=NCCC2)c1 do in these assays?
ZTA DNA inh: 3; EBNA-1 inh: -1; MCL1-BIM inh: 2; Bcl-xL primary: 5; GLD-1 TGE inh: 1; Yeast superoxide: 101; Fam108B counter: 3; Efflux pump inh: 0.1

How did NC(=O)NCc1ccccc1 do in these assays?
ZTA DNA inh: -9; EBNA-1 inh: 6; MCL1-BIM inh: 3; Bcl-xL primary: 1; GLD-1 TGE inh: 2; MEX-5 binding: 2.3; Fam108B counter: 0

What do the screens show for `Brc1ccc2nc3c(n2c1)CCCC3`?
ZTA DNA inh: -11; EBNA-1 inh: -6; MCL1-BIM inh: -3; Bcl-xL primary: -4; GLD-1 TGE inh: -1; Yeast superoxide: 102; MEX-5 binding: -2.7; Fam108B counter: 0; Efflux pump inh: -0.1

Results for Cc1cccc(NC(=O)NCC(F)(F)F)n1 ?
ZTA DNA inh: 11; EBNA-1 inh: -2; MCL1-BIM inh: 4; Bcl-xL primary: 3; GLD-1 TGE inh: -2; Yeast superoxide: 106; MEX-5 binding: -1.2; Fam108B counter: 0; Efflux pump inh: 0.1

What do the screens show for `O=C1c2ccccc2C(=O)N1c1nc2nccc(-c3ccccc3)n2n1`?
ZTA DNA inh: -12; EBNA-1 inh: 3; MCL1-BIM inh: 4; Bcl-xL primary: 6; GLD-1 TGE inh: 0; Yeast superoxide: 98; Fam108B counter: -3; Efflux pump inh: -0.2

Results for Cc1ccc(-c2cn3c(n2)CCCC3)cc1 ?
ZTA DNA inh: -7; EBNA-1 inh: -4; MCL1-BIM inh: 6; Bcl-xL primary: 2; GLD-1 TGE inh: 1; Yeast superoxide: 157; MEX-5 binding: -1.0; Fam108B counter: 1; Efflux pump inh: 0.1
